All columns: NCI-60 one-dose screen, growth in % after 48 h at 10 µM unless noted; 100 = growth as untreated, 0 = no growth, -100 = all killed.
HL-60(TB): HL-60(TB) leukemia cells | 78,000 compounds, 9% hits | AID 1794776; active = growth percent below 10
Numbers without * were called inactive; & = joins results of further samples.

SMILES | HL-60(TB)
CC[C@H]1O[C@H](SC(NC(=O)c2ccccc2)=C(C#N)C#N)[C@H](C)[C@H](C)[C@H]1C | 102
CC(=O)Oc1ccccc1C(=O)Nc1ccc(C(=O)/C=C/c2ccc(C)cc2)cc1 | 104
O=C(Cc1ccc(/C=C/C(=O)c2ncc[nH]2)cc1)Nc1ccc(Br)cc1 | 0.0*
CCCn1cnc2c(SCc3ccccc3F)nc(N)nc21 | 72
O=C1/C(=C\c2cn(C[C@@H](O)Cn3c4ccccc4c(=O)c4ccccc43)c3ccccc23)c2ccccc2N1c1c(Cl)cccc1Cl | 92
Nc1ccc2c(c1)Cc1c(F)cccc1-2 | 68
CC(C)(C)c1cc(NCc2ccc(F)cc2)n(-c2ccccc2)n1 | 82
O=C(Nc1ccc2ncnc(Nc3ccc(Oc4cccc(F)c4)c(Cl)c3)c2c1)c1ccc(CN2CCOCC2)cc1 | -11*
CC(=O)Nc1cc(C)c(C)cc1NC(C)=O | 125
Clc1ccccc1-c1nc(Nc2nc3ccccc3s2)nc(C(Cl)(Cl)Cl)n1 | 33
COc1ccc(C(=O)NC(=O)Nc2ccc3c(c2)NC(=O)/C3=C\c2[nH]c(C)c(C(=O)O)c2C)c(F)c1 | 81
O=C(Nc1ccc(NC(=O)c2ccccc2)c(S(=O)(=O)c2ccccc2)c1)c1ccccc1 | 78
CC(=O)OCC(CO)(CO)COC(C)=O | 100
CN(C)c1ccc(C2Cc3ccccc3C(=O)N2c2ccccc2)cc1 (stereo not drawn) | 96
Cc1nc2ccccc2n1C(=O)CC1C(=O)NC(=O)NC1=O | 104
NC(=S)N/N=C(\C=C\c1cn(-c2ccccc2)nc1-c1ccccc1)c1cc2ccccc2oc1=O | 87
CNC(=O)CNC(N)=O | 95
NS(=O)(=O)c1ccc(N=NNc2ccc(C(=O)O)cc2)cc1 | 100
CCOC(=O)c1c(Cl)c2c(n1Cc1ccccc1)-c1oncc1CCC2 | 26
Fc1ccc(-c2cnn3cc(-c4ccccc4)cnc23)cc1 | 102
COc1cc2oc(-c3ccc(NC(=O)c4ccc(F)cc4)cc3)cc(=O)c2c(OC)c1OC | 100
CN1C(=O)C(=Cc2cn(Cc3ccccc3)c3ccc(Br)cc23)C(=O)N(C)C1=O | 73
O=C1CCC(=O)N1Cl | 113
O=C(CCc1nnc(Cn2ccnc2)o1)c1nc2ncccc2[nH]1 | 100
CCSc1nnc2c3c4c(sc3nc(-c3cccc5ccccc35)n12)CCCCCC4 | 114
COc1cc2c(c(OC)c1OC)-c1ccc(O)c(=O)cc1C(N)CC2 (stereo not drawn) | 92
O=C1Nc2ccccc2B(O)N1c1cc(C(F)(F)F)cc(C(F)(F)F)c1 | 90
O=C1C(=O)C(c2ccccc2)C(=O)C1c1ccccc1 (stereo not drawn) | 94
Nc1cccc(C(=O)Nc2ccccc2)c1 | 104
Cc1[nH]nc2c1C(c1cc([N+](=O)[O-])cs1)C(C#N)=C(N)O2 (stereo not drawn) | 84

Reprinted at random: 2 compounds from above
SMILES | HL-60(TB)
Clc1ccccc1-c1nc(Nc2nc3ccccc3s2)nc(C(Cl)(Cl)Cl)n1 | 33
CCOC(=O)c1c(Cl)c2c(n1Cc1ccccc1)-c1oncc1CCC2 | 26

Other entries
SMILES | HL-60(TB)
O=[N+]([O-])c1ncccc1O | 96
COc1ccccc1C=NCCCCCCN=Cc1ccccc1OC | 106
Cc1nc2sc(C(=O)Nc3ccc(Cl)cc3)c(N)c2c(C)c1Br | 94
CCCCCCCCCCCCCCCCCCOc1ccc(CC(=O)OCC[N+](CC)(CC)CC)cc1 | 53
C=C1[C@@H](C)C2[C@H](Cc3ccccc3)NC(=O)[C@]23[C@H](OC(C)=O)/C=C/[C@@](C)(O)C(=O)[C@@H](C)C/C=C/[C@H]3[C@@H]1O (stereo partly drawn) | 32
COc1ccc(-c2nc3c4c(-c5ccccc5)cn(-c5ccc(F)cc5)c4ncn3n2)cc1 | 113
CCOc1cc(/C=N/NC(=O)CC#N)ccc1O | 93
CC[C@H](C)C(=O)O[C@H]1CCC=C2C=C[C@H](C)C(CCC3C[C@@H](O)CC(=O)O3)[C@H]21 (stereo partly drawn) | 98
C/C(=C(\c1ccc(OCCN2CCCCCC2)cc1)c1ccc(OC(=O)c2ccccc2)cc1)c1ccc(Cl)cc1 | 14
COc1ccccc1N1CCN(CC(O)COc2cccc3ccccc23)CC1 (stereo not drawn) | 69
Cc1ccc(S(=O)(=O)n2cc(C(=O)C(=O)N3CCOCC3)c3ccccc32)cc1 | 67
COC(=O)c1[nH]c(=O)c(C#N)c(C(=O)OC)c1C(=O)c1ccc(Cl)c(Cl)c1 | 88
COC(=O)c1nc(-c2ccccc2)oc1S(=O)(=O)N1CCCC(C)C1 (stereo not drawn) | 15
CCc1c(C)c2cc(-n3c(-c4ccc(OC)cc4)csc3=N)c(O)c(C)c2oc1=O | -28*
O=C(CCCCCCCCC(=O)SCc1ccccc1)SCc1ccccc1 | 96

Molecules shown so far containing fluorine, in the order listed:
SMILES | HL-60(TB)
CCCn1cnc2c(SCc3ccccc3F)nc(N)nc21 | 72
Nc1ccc2c(c1)Cc1c(F)cccc1-2 | 68
CC(C)(C)c1cc(NCc2ccc(F)cc2)n(-c2ccccc2)n1 | 82
O=C(Nc1ccc2ncnc(Nc3ccc(Oc4cccc(F)c4)c(Cl)c3)c2c1)c1ccc(CN2CCOCC2)cc1 | -11*
COc1ccc(C(=O)NC(=O)Nc2ccc3c(c2)NC(=O)/C3=C\c2[nH]c(C)c(C(=O)O)c2C)c(F)c1 | 81
Fc1ccc(-c2cnn3cc(-c4ccccc4)cnc23)cc1 | 102
COc1cc2oc(-c3ccc(NC(=O)c4ccc(F)cc4)cc3)cc(=O)c2c(OC)c1OC | 100
O=C1Nc2ccccc2B(O)N1c1cc(C(F)(F)F)cc(C(F)(F)F)c1 | 90
COc1ccc(-c2nc3c4c(-c5ccccc5)cn(-c5ccc(F)cc5)c4ncn3n2)cc1 | 113

Carrying on.
SMILES | HL-60(TB)
O=C1CCC(=O)N1CCC(=O)N(C(=O)NC1CCCCC1)C1CCCCC1 | 77
COC(=O)c1ccc2[nH]c(O)c(C(=Nc3ccc(N(C)C(=O)CN4CCN(C)CC4)cc3)c3ccc(CCO)cc3)c2c1 | 7.2*
CN1C(=O)/C(=C/c2ccc(C3Oc4ccccc4C4CC(c5ccc(Cl)cc5)=NN43)cc2)SC1=S (stereo not drawn) | 98
COC1CC(=O)C2OC(c3ccccc3)OCC2O1 (stereo not drawn) | 96
O=C(c1cc2n(n1)CC(c1ccccc1)N2)N1CCCCC1 (stereo not drawn) | 105
CCOC(=O)c1nn(CC(O)c2ccccc2)c(NC(=O)Nc2cccc(C(F)(F)F)c2)c1C (stereo not drawn) | 98
CCCCCCCCCCCCCCCCCCOc1cccc(CC(=O)OCC[N+](CC)(CC)CC)c1 | 9.4*
NCCSC(C[N+](=O)[O-])c1ccccc1Cl (stereo not drawn) | 32
Cn1ccnc1C(=O)/C=C/c1ccc(CC(=O)Nc2ccccc2)cc1 | -27*
COC1C(/C=C/C(C)=O)OC2OC(C)(C)OC21 (stereo not drawn) | 118
N=C(N)c1ccc(N=NNc2ccc(C(=N)N)cc2)cc1 (tested in a mixture with another compound) | 98
COc1cccc(/C=C2\Oc3cc(OCCN4CCC(Cc5ccccc5)CC4)ccc3C2=O)c1OC | 95
CCN(CC)CCCOCCCNc1cc(OC)cc2cccnc12 | 107
Nc1nc(N)c2cc(NCc3ccc(Cl)c(Cl)c3)ccc2n1 | -66*
COc1cc(OC)cc(C(=O)O)c1 | 110
O=c1[nH][nH]c(=O)c(Cl)c1Cl | 78&111
CN1CCN(Cc2ccc(NC(=O)c3cncc(C#Cc4cnn5ccccc45)c3)cc2C(F)(F)F)CC1 | -21*
NS(=O)(=O)c1ccc(-n2ncc3c(=O)[nH]cnc32)cc1 | 119
O=C(Cn1nc(-c2ccccc2)cc(Cc2ccc(F)cc2)c1=O)c1ccccc1 | 96
NC(N)=NNCCOc1c(Cl)cccc1Cl | 95
O=C(c1ccccc1)c1cccc([N+](=O)[O-])c1 | 108
CC(C)(C)c1cc(C(C)(C)c2ccccc2)cc(Cc2cc(C(C)(C)c3ccccc3)cc(C(C)(C)C)c2O)c1O | 112
CN1C2CCC1CC(OC(=O)/C=C\c1ccccc1)C2 (stereo not drawn) | 108
O=C(Cc1ccc(Cl)nc1)Nc1cc(NCc2cccnc2)c([N+](=O)[O-])cc1Cl | 97
CC(=O)/C(=C/N1CC(=O)NC1=S)C(=O)Nc1ccccc1C | 106
O=C(CCl)n1nnnc1-c1ccccc1 | 96
Cc1cccc(N2CCN(CC(O)COc3cccc4ccccc34)CC2)c1 (stereo not drawn) | 98
CN1c2ccccc2Sc2cc(C3CCC(=O)N3c3cc(Cl)cc(Cl)c3)ccc21 (stereo not drawn) | 97
Cc1nc(-c2ccccc2)cc2c(O)c(C(=O)N/N=C/c3ccc(O)cc3)[nH]c(=O)c12 | 145
CCOP(=O)(OCC)/C(C#N)=C/c1ccoc1 | 85
CB1C=Cc2cc(-c3cccc(Cl)c3)ccc2N1 | 97
c1ccc(CN2CCOC2)cc1 | 107
CCOC(=O)c1cnn(CC(C)O)c1NC(=O)NCc1cccc(C(F)(F)F)c1 (stereo not drawn) | 79
Cc1cc(C)c2ccc(=O)[nH]c2n1 | 96
c1csc(CC2=NCCN2)c1 | 94
c1ccc(CN2CCc3c(sc4ncnc(Nc5ccccc5)c34)C2)cc1 | 98
CCNC(=O)N1CCc2c(Cl)c3c(c(OC)c2[C@@H]1[C@H]1OCc2c1ccc(OC)c2OC)OCCO3 | -2.4*
Cc1ccc(N=Nc2ccc(N=Nc3c(S(=O)(=O)O)cc4cc(Nc5ccccc5)ccc4c3O)c3cc(S(=O)(=O)O)ccc23)cc1 | 103
CSc1c(N(C)C)c(=O)c1=S | 97
O=C(O)c1cc2cc(S(=O)(=O)O)ccc2cc1O | 95
Cc1ccc(-c2c3c(nc4c2c(C)nn4-c2ccccc2)NC(c2ccc(C)cc2)NC3)cc1 (stereo not drawn) | 86
Cc1cc(C(C)(C)CC(C)(C)C)ccc1OCCOCC[N+](C)(C)Cc1ccccc1 | -67*
CC(=O)c1ccccc1I | 99
COc1ccc(/C=C/c2nc3ccccc3c(=O)n2CC(=O)Nc2ccccc2)cc1 | 94
NCc1c(O)ccc2ccccc12 | 102
COc1ccc(NC(=O)CCC(=O)O)cc1 | 101
N#Cc1nn(-c2ccccc2)nc1N1CCOCC1 | 97
COc1ccc(-c2nn(-c3cccc(Cl)c3)cc2C2CC(c3ccc(Br)cc3)=NN2C(C)=O)cc1 (stereo not drawn) | 96
O=C(Nc1ccc(Cl)cc1)Nn1cnc2ccccc21 | 110
c1ccc2c(c1)CCC2c1cc2ccccc2s1 (stereo not drawn) | 101
N#C/C(=N\Nc1ccc(F)cc1)C(=O)Nc1cc(-c2ccccc2)nn1-c1ccccc1 | 3.5*
CCCCC/C(C=Nc1ccccc1C(=O)OC)=C\c1ccccc1 | 100
CNC(=O)c1[nH]cc(-c2ccc(OC)cc2)c1-c1cc(OC)c2c(c1OC)OCO2 | 96
O=c1oc2ccccc2cc1-c1nn(-c2ccccc2)cc1/C=N/NC(=S)SCc1ccccc1 | 77
CCOC(=O)c1[nH]c(C)c(C(=O)OCC)c1C | 98&118
O=C(Nc1ccccc1C(F)(F)F)Nc1cccc2ccccc12 | 97
CCCCN(CC(O)C(O)CN(CCCC)C(=S)S)C(=S)S (stereo not drawn) | 43
CNC(Cc1ccc(OC)cc1)c1ccccc1 (stereo not drawn) | 99
OC(COc1cccc2ccccc12)CN1CCCC1 (stereo not drawn) | 127
C[C@H]1CC[C@H]2NCCN[C@H]2C1 | 125

Remaining list, next part:
SMILES | HL-60(TB)
O=C1O/C(=C\c2ccccc2)c2ccccc21 | 125
Cc1cc2nc(-c3c(N)ncc(C#N)c3-c3ccc(Cl)cc3)[nH]c2cc1C | 90
Nc1ncnc(N)c1NC(=O)c1cc(Cl)c(OCc2ccccc2)c(Cl)c1 | 90
O=C(c1ccncc1)N1N=C(c2ccc(Cl)cc2)C[C@H]1c1cn(-c2ccccc2)nc1-c1ccccc1 | 107
Cn1ccnc1C(=O)/C=C/c1ccc(CC(=O)Nc2ccc(C(F)(F)F)cc2)cc1 | -2.1*
C/C(=C1\SC(=O)NC1=O)c1ccc(N)cc1 | 104
COc1cc2oc(-c3cccc(NC(=O)c4cc([N+](=O)[O-])ccc4C)c3)cc(=O)c2c(OC)c1OC | 67
Cc1cc(C)c(C[N+](C)(C)C)c(C)c1 | 97
C/C(=N\NC(N)=S)c1ccc2cc3c(cc2c1)OCO3 | 104
COc1ccc(/C=C/C(=O)Nc2cccnc2Nc2ccc(F)cc2)cc1 | 84
O=C1NC(=C(Cl)Cl)/C(=N/S(=O)(=O)NCCc2c[nH]c3ccccc23)N1 | 50
CCCCc1cn(CCCN2C(=O)C(=O)c3ccccc32)nn1 | 108
COc1ccc2sc3c(N)nc4ccccc4c3c(=O)c2c1 | 101
CCOC(=O)C1=C(N)N(c2ccccc2)C2=C(C(=O)CC(C)(C)C2)C1c1cccc(Cl)c1Cl (stereo not drawn) | 46
O=C(Nc1ccc(C(F)(F)F)cc1)Nc1nccnc1OCc1ccc(F)cc1 | 97
CC(C)=C1C=C(C(C)(C)C)C(=O)C(C(C)(C)C)=C1 | 119
Cc1cccc(-c2nc3c(N)nc(N)nc3nc2N)c1 | 58
C/C(=N\Nc1ccc(S(N)(=O)=O)cc1)c1cnn(-c2cc(=O)[nH]c3ccc(C)cc23)c1C | 98
CC1=C(CCC=NNC(N)=O)C2=C(C)C3(CC3)[C@@](C)(O)C(=O)C2=C1 | 6.0*
c1ccc(-c2nc(-c3ccc4c(c3)CCO4)[nH]c2-c2ccccc2)cc1 | 102
OCCCOCc1ccccc1 | 96
NS(=O)(=O)c1ccc(NC(=O)N2CCN(C(=O)Cc3ccc(Cl)cc3)CC2)cc1 | 103
CCCCCCCCN(CCCCCCCC)CC(O)c1cc(Cl)c(Cl)cc1C (stereo not drawn) | 122
C#CCNC(=O)[C@]1(C)CCC[C@@]2(C)[C@H]1CC=C1C=C(C(C)C)CC[C@@H]12 | 131

This is a subset; count on the stated rates, not on these rows.
